Source: PubChem BioAssay (National Center for Advancing Translational Sciences (NCATS))
Pol beta inh – blocks human DNA polymerase beta activity | 340,000 compounds, 1.3% hits | Potency, µM (titrated, usually from 114 µM), without a hit: top-dose activity change, negative = inhibition, usual class: inhibitors | AID 485314 | Pol beta primer extension/strand displacement, fluorescence kinetic; also: potency is read from the fitted curve at half-maximal effect; % is scaled to controls: 0 for no effect and ±100 for the full control effect
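Human Pol beta at 10 nM; strand-displacement substrate 50 nM final. Compound exposure 15 min at room temperature before start, reaction 10 min at room temperature.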
POLI inh – DNA polymerase iota (human) inhibition. Q9UNA4. Pol iota fluorescent replication assay, 10 min. Potency, µM (top dose mostly 115 µM), without a hit: at the top dose activity, negative = inhibition, actives largely listed as inhibitors. 390,000 compounds, 1% hits; also: potency is read from the fitted curve at half-maximal effect
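Fluorescent replication assay read twice, at 0 min and 10 min after adding 50 nM (final) substrate. Enzyme (10 nM) and compounds were first incubated 15 min at room temperature; enzyme-free buffer wells were negative controls.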
GRP78 ERSR act – inducers of ER stress response in human glioma cells; 420,000 compounds, 0.02% hits; AID 602332; Potency, µM, for inactives: at the top dose activation, most hits filed as activators; U87-MG GRP78 promoter luciferase reporter, 16 h; also: potency is read from the fitted curve at half-maximal effect; series mostly up to about 76 µM; % of control where 0% means no effect; nearly all actives have a fitted effect of over 35% in size
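Stably transfected U87-MG glioma cells carrying a GRP78-based luciferase sensor; 16 h compound incubation. Luminescence end-point read 10 min after Bright-Glo addition at room temperature.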
Apoferritin bind – binds horse apoferritin like a general anesthetic | apoferritin/1-aminoanthracene competitive binding, fluorescence | Potency, µM (highest dose often 77.5 µM), without a hit: at the highest dose activity change, negative = displacement, usual class: inhibitors | 350,000 compounds, 0.074% hits | P02791; also: potency is read from the fitted curve at half-maximal effect; % is scaled to controls: 0 for no effect and ±100 for the full control effect; nearly all actives have a fitted effect of over 20% in size
Target sequence (P02791 2-175 limits assumed): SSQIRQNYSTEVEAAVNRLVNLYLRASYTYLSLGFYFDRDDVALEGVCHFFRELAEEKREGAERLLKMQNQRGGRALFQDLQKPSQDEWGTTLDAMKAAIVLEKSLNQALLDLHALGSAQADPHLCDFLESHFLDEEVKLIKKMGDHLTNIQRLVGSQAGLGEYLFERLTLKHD
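Probe: 1-aminoanthracene (50% saturated, PBS). Protein: horse-spleen apoferritin, 10 uM. Incubation: 10 min, room temperature. Detection: 380 nm excitation, 535 nm emission. Analysis: normalized response, four-parameter Hill.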
APE1 inh – blocks human APE1 abasic DNA cleavage; recombinant APE1, TAMRA/BHQ-2 abasic DNA cleavage fluorescence; Potency, µM (series often up to 65.8 µM), for inactives: top-dose activity change, negative = inhibition, hits mostly inhibitors; 350,000 compounds, 0.35% hits;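 also: potency is read from the fitted curve at half-maximal effect; plate controls were vehicle for no effect and reference inhibitor for full effect; nearly all actives have a fitted effect of over 55% in size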
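Incision of a quenched TAMRA/BHQ-2 THF abasic-site duplex (50 nM) by 0.75 nM APE1, after 15 min compound preincubation, measured as fluorescence increase over three 60 s reads. Values normalized to buffer, DMSO and NSC13755 control wells.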
BLM helicase inh – Bloom syndrome helicase (human) inhibition; P54132; recombinant BLM DNA unwinding, fluorescence dequenching; Potency, µM (top dose mostly 56.1 µM), for inactives: at the top dose activity change, negative = inhibition, most hits filed as inhibitors; 350,000 compounds, 0.2% hits; AID 2528;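 also: potency is read from the fitted curve at half-maximal effect; plate controls were vehicle for no effect and no enzyme for full effect; nearly all actives have a fitted effect of over 35% in size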
POLK inh – blocks human DNA polymerase kappa activity; Q9UBT6; purified Pol kappa, fluorescent DNA synthesis assay, 10 min; Potency, µM (doses to about 107 µM), inactives show at the highest dose activity, negative = inhibition, actives largely listed as inhibitors; 400,000 compounds, 0.53% hits; AID 588579; also: potency is read from the fitted curve at half-maximal effect; % is scaled to controls: 0 for no effect and ±100 for the full control effect
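First, compounds were pin-transferred onto 10 nM Pol kappa. After 15 min at room temperature, substrate was added to 50 nM final. Fluorescence was then measured kinetically at 0 and 10 min.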
LDHA inh – inhibitors of human lactate dehydrogenase A | P00338 | purified LDHA, NADH/diaphorase-resazurin fluorescence; hits give low values | activity change, % (values are at about 110 or 230 µM) | 480,000 compounds, 0.15% hits | AID 1347041; in the data active = activity change below about -30%; inconclusive = mostly about -25% to -30%;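 also: plate controls were DMSO wells for no effect and wells without enzyme for full effect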
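Remaining NADH was detected by diaphorase (0.133 mg/mL) converting 37 µM resazurin to fluorescent resorufin, read at 0 and 20 minutes. The preceding 5-minute room-temperature reaction used 2 nM LDHA, 0.2 mM sodium pyruvate and 0.06 mM NADH at pH 7.4.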
Pol eta inh – DNA polymerase eta (human) inhibition; recombinant Pol eta, fluorescent DNA replication assay; Potency, µM (highest dose often 114 µM), without a hit: at the highest dose activity change, negative = inhibition, usual class: inhibitors; 390,000 compounds, 1.2% hits; also: potency is read from the fitted curve at half-maximal effect; % is scaled to controls: 0 for no effect and ±100 for the full control effect
Target sequence (Q9Y253 whole entry, looked up): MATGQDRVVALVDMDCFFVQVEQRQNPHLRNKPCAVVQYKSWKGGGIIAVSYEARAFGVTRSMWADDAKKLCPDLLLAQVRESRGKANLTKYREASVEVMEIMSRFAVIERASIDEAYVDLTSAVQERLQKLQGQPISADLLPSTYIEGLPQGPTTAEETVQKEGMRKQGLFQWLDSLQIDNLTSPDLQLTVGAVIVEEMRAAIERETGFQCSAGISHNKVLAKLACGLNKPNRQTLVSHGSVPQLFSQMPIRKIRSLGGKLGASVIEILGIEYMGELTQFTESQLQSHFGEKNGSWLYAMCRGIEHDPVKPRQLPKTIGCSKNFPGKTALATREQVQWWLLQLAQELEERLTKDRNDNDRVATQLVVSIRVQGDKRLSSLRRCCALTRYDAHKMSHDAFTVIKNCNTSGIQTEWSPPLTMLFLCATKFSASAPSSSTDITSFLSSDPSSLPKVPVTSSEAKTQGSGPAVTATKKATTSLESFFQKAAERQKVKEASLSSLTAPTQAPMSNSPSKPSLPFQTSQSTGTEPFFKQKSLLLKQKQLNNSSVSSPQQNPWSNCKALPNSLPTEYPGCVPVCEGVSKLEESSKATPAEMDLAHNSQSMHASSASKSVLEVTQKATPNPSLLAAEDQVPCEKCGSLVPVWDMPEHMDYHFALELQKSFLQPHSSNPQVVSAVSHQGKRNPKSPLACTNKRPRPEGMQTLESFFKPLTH
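Pol eta (10 nM) was preincubated with compounds for 15 min at room temperature, after which fluorescent replication substrate (50 nM final) was added to start the reaction. Fluorescence was read kinetically at 0 and 10 min.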
Active calls of the source: *; u = inconclusive; x = not tested or not shown; [ ] = dose if it differs, or a comment. Unless noted, calls follow the shape of the dose curve; as a rule, active = well fitted curve in the direction sought with a large enough effect; inconclusive = small, poorly fitted or top-dose-only effect, or another doubt; inactive = no such curve, though single readings can be large; an effect the other way counts as inactive or inconclusive. This is a subset; the hit share may differ from the screen's.

A first look, twelve compounds:
SMILES	Pol beta inh	POLI inh	GRP78 ERSR act	Apoferritin bind	APE1 inh	BLM helicase inh	POLK inh	LDHA inh	Pol eta inh
COc1cc(/C=N/n2c(-c3cc(C)[nH]n3)n[nH]c2=S)cc(OC)c1OC	2%	21%	-10%	-4%	-4%	-3%	0%	-5	-5%
O=C(COc1ccc([N+](=O)[O-])cc1)Nc1ccc(NC(=O)c2ccccc2)cc1	1%	0%	-3%	-4%	30%	-3%	-2%	-1	-11%
CCOC(=O)c1ccc(NC(=S)N(CCCN2CCCC2)Cc2ccco2)cc1	6%	130%[activator]	-3%	u	1%	-2%	-5%	-7	-17%
CC1(C)CC(=O)C2=C(C1)Nc1ccccc1[S@]2=O	1%	u	-5%	-2%	2%	3%	7%	-4	-6%
COc1ccc(N2C(=O)CSC23CCC(C(C)(C)C)CC3)cc1 (configuration not stated)	33%	16%	-3%	-9%	-2%	-4%	-4%	-7	-15%
O=C(NCc1cccnc1)c1cc2nc(-c3cccs3)cc(C(F)(F)Cl)n2n1	u	28%	-4%	-7%	-1%	-1%	-10%	1	-11%
CCc1cc(SC#N)ccc1N	u	13%	-4%	-16%	-1%	0%	1%	2	-15%
Cc1ccc(S(=O)(=O)n2nc(-c3ccco3)nc2NCc2ccccc2Cl)cc1	0%	-5%	6%	6%	x	-6%	-7%	-11	-11%
CC(C)(C)C(=O)NCc1ccc(C(=O)CN2C(=O)NC3(CCCC3)C2=O)s1	x	36%[activator]	-1%	x	50%	x	-11%	-3	-20%
O=C1Nc2cc(C(=O)N3CCN(Cc4ccccc4)CC3)ccc2SC1N1CCOCC1 (configuration not stated)	4%	2%	-2%	-20%	0%	1%	-12%	-4	-4%
NC(=O)COC(=O)[C@H](Cc1c[nH]c2ccccc12)NC(=O)c1ccc(F)cc1	-1%	14%	-3%	2%	2%	-3%	3%	-3	-13%
CCOc1ccc(OCC)c(NS(=O)(=O)c2c(C(=O)N3CCC(C)CC3)c(C)n(C)c2C)c1	-1%	-2%	-1%	u	x	1%	5%[60.1 µM]	10	-17%

The whole of this part, from the first entry:
SMILES	Pol beta inh	POLI inh	GRP78 ERSR act	Apoferritin bind	APE1 inh	BLM helicase inh	POLK inh	LDHA inh	Pol eta inh
COc1cc(/C=N/n2c(-c3cc(C)[nH]n3)n[nH]c2=S)cc(OC)c1OC	2%	21%	-10%	-4%	-4%	-3%	0%	-5	-5%
O=C(COc1ccc([N+](=O)[O-])cc1)Nc1ccc(NC(=O)c2ccccc2)cc1	1%	0%	-3%	-4%	30%	-3%	-2%	-1	-11%
CCOC(=O)c1ccc(NC(=S)N(CCCN2CCCC2)Cc2ccco2)cc1	6%	130%[activator]	-3%	u	1%	-2%	-5%	-7	-17%
CC1(C)CC(=O)C2=C(C1)Nc1ccccc1[S@]2=O	1%	u	-5%	-2%	2%	3%	7%	-4	-6%
COc1ccc(N2C(=O)CSC23CCC(C(C)(C)C)CC3)cc1 (configuration not stated)	33%	16%	-3%	-9%	-2%	-4%	-4%	-7	-15%
O=C(NCc1cccnc1)c1cc2nc(-c3cccs3)cc(C(F)(F)Cl)n2n1	u	28%	-4%	-7%	-1%	-1%	-10%	1	-11%
CCc1cc(SC#N)ccc1N	u	13%	-4%	-16%	-1%	0%	1%	2	-15%
Cc1ccc(S(=O)(=O)n2nc(-c3ccco3)nc2NCc2ccccc2Cl)cc1	0%	-5%	6%	6%	x	-6%	-7%	-11	-11%
CC(C)(C)C(=O)NCc1ccc(C(=O)CN2C(=O)NC3(CCCC3)C2=O)s1	x	36%[activator]	-1%	x	50%	x	-11%	-3	-20%
O=C1Nc2cc(C(=O)N3CCN(Cc4ccccc4)CC3)ccc2SC1N1CCOCC1 (configuration not stated)	4%	2%	-2%	-20%	0%	1%	-12%	-4	-4%
NC(=O)COC(=O)[C@H](Cc1c[nH]c2ccccc12)NC(=O)c1ccc(F)cc1	-1%	14%	-3%	2%	2%	-3%	3%	-3	-13%
CCOc1ccc(OCC)c(NS(=O)(=O)c2c(C(=O)N3CCC(C)CC3)c(C)n(C)c2C)c1	-1%	-2%	-1%	u	x	1%	5%[60.1 µM]	10	-17%
COc1ccc2oc(=Nc3cccc(F)c3)c(C(N)=O)cc2c1	1%	7%	4%	77%[activator]	-1%	-2%	5%	-3	-18%
CCNCCC(=O)N1c2ccccc2Sc2ccc(C(F)(F)F)cc21	58%	113%[activator]	u	-10%	-5%	-13%	-8%	-3	2%
CC(c1nc2ccccc2c(=O)[nH]1)N(C)c1ccc2ccccc2c1 (configuration not stated)	-2%	33%[activator]	2%	-9%	2%	-1%	-16%	18	-8%
COc1cccc(CNC(=O)C2CCN(S(=O)(=O)c3ccc4c(ccn4C)c3)CC2)c1	2%	2%	1%	89%[activator]	x	0%	-19%[60.1 µM]	-3	-24%
CN(Cc1ccccc1)C(=O)c1cccc(N2C(=O)C3CC=CCC3C2=O)c1 (configuration not stated)	1%	20%	-3%	-9%	-15%	0%	2%	-3	-16%
O=C(O)C1CCN(S(=O)(=O)c2ccc(N3CCCC3C(=O)O)c([N+](=O)[O-])c2)CC1 (configuration not stated)	28%	-10%	-4%	0%	51%	1%	2%	-1	-7%
NC(=O)C[C@@H]1N[C@]2(C(=O)Nc3ccccc32)[C@@H]2C(=O)N(C3CCCCC3)C(=O)[C@H]12	17%	-3%	-5%	-7%	-2%	0%	-4%	1	-3%
O=C(CSc1nn(-c2ccccc2)c(=S)s1)Nn1cnnc1	29%	2%	-2%	-7%	13%	-1%	-17%	-7	2%
CC(NC(=O)C(=O)NCCCn1ccnc1)c1ccccc1 (configuration not stated)	u	98%[activator]	-3%	-7%	-4%	0%	-1%	1	-3%
CCOc1cc(/C=N/NC(=O)c2cccnc2)ccc1OCc1ccc(C(=O)OC)o1	2%	43%	-6%	-20%	16%	-8%	-1%	-2	-17%
N#CC1=C2SCC(O)(c3ccccc3)N2C(=O)CC1c1ccccc1 (configuration not stated)	10%	13%	-1%	12%	-7%	-10%	-6%	13	-5%
COc1ccc(CN(C)S(=O)(=O)c2nnc(NC(=O)c3ccc(C)cc3)s2)cc1OC	15%	26%	-5%	-3%	3%	-6%	9%	1	-12%
Nc1nnc(SCC(=O)OCc2ccc(F)cc2)s1	34%	-16%	-5%	-1%	1%	1%	0%	-5	-8%
Continued:
SMILES	Pol beta inh	POLI inh	GRP78 ERSR act	Apoferritin bind	APE1 inh	BLM helicase inh	POLK inh	LDHA inh	Pol eta inh
Cc1c(OCC(=O)NCC(O)c2ccccc2)ccc2c(-c3ccccc3)cc(=O)oc12 (configuration not stated)	21%	16%	1%	-12%	0%	1%	7%	-4	-12%
COc1ccccc1N1CCN(/N=C/c2ccc(O)c(O)c2)CC1	2%	u	6%	-10%	1%	-4%	-21%	33	-11%
O=C(N/C(=C/c1ccc(Br)cc1)C(=O)N1CCCC1)c1ccccc1F	8%	5%	-4%	2%	-10%	1%	-3%	-2	-5%
Cc1nnc(N)s1	-12%	-8%	-7%	-3%	-1%	-6%	6%	0	-29%
O=C(CCCn1c(=O)[nH]c2ccccc2c1=O)N1CCN(c2ccccn2)CC1	-13%	-11%	-3%	-6%	u	0%	6%	1	-5%
Cc1ccc2c(c1)N(C(=O)CCC(=O)NCC(C)c1ccccc1)CC(C)O2 (configuration not stated)	2%	6%	-1%	-16%	9%	-1%	0%	22	-7%
Cc1ccnc(N/C=C/C(=O)c2ccc(Br)cc2)c1	28%	37%	-10%	-8%	4%	-6%	1%	-13	-16%
O=C(O)C1=NOC(CNc2ncc(C(F)(F)F)cc2Cl)C1 (configuration not stated)	18%	36%[activator]	-1%	-13%	17%	-5%	6%	-3	-15%
CCOC(=O)c1ccc(N2C(=O)c3n[nH]c(-c4ccco4)c3C2c2ccccc2OC)cc1 (configuration not stated)	0%	-13%	-5%	-11%	x	-16%	-12%	-1	-4%
O=C(N/C(=C/c1cccc([N+](=O)[O-])c1)C(=O)N1CCCC1)c1ccccc1	9%	3%	4%	-5%	57%[activator]	-5%	0%	-3	-21%
CCc1nc2ccccc2c(C(=O)Oc2ccc(C(=O)OC)cc2)c1C	1%	8%	-3%	1%	4%	0%	-6%	-5	-19%
COc1cc(C(=O)Oc2c(OC)cc(C(=S)N3CCOCC3)cc2OC)cc(OC)c1OC	1%	19%	-1%	-18%	3%	-4%	-14%	-1	-7%
CN(C(=O)COC(=O)c1cccc(S(=O)(=O)N(C)c2ccccc2)c1)C1CCCCC1	x	24%	-5%	x	26%	x	-23%	0	-12%
Cc1ccc(-n2c(=O)[nH]c3sc4c(c3c2=O)CCNC4)cc1C	-6%	-12%	-1%	12%	x	0%	0%	-13	-2%
N#CC1(N2CCN(C(=O)c3ccccc3)CC2)CCCCC1	15%	18%	-6%	3%	16%	-3%	3%	0	-10%
Cn1c(=O)c2c(nc(N/N=C/c3ccncc3)n2Cc2ccccc2)n(C)c1=O	-2%	127%[activator]	-5%	-12%	-1%	-2%	-6%	-1	-6%
O=C(OCC1OC(Oc2ccc(O)cc2)C(O)C(O)C1O)c1ccccc1 (configuration not stated)	x	32%	-4%	x	19%	x	17%	2	-21%
Cc1ccc(C(=O)N2CCN(S(=O)(=O)c3sc(C(=O)O)c(C)c3C(=O)O)CC2)s1	x	-30%	-5%	x	8%	x	5%	1	-18%
COc1ccc(N(C)C(=O)c2cc3c(s2)-c2ccc(Cl)cc2S(=O)(=O)C3)c(OC)c1	41%	7%	-4%	-6%	-14%	-2%	-5%	-20	-4%
CCOc1ccc(CNC(=O)c2cc3c(=O)n(Cc4cccs4)ccc3nc2C)cc1	13µM*	u	-2%	3%	x	5%	12%	-4	16%
